Artemis inh: Artemis (human) endonuclease inhibition | AID 686954 | inhibition, % at 10 µM | Q96SD1 | 30,000 tested, 0.78% active | recombinant Artemis, quenched FAM hairpin cleavage fluorescence;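 active means at 10 µM dose, at least 30% inhibition, measured as corrected fluorescence normalized to stimulator and neutral control wells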
Target sequence (Q96SD1 whole entry, looked up): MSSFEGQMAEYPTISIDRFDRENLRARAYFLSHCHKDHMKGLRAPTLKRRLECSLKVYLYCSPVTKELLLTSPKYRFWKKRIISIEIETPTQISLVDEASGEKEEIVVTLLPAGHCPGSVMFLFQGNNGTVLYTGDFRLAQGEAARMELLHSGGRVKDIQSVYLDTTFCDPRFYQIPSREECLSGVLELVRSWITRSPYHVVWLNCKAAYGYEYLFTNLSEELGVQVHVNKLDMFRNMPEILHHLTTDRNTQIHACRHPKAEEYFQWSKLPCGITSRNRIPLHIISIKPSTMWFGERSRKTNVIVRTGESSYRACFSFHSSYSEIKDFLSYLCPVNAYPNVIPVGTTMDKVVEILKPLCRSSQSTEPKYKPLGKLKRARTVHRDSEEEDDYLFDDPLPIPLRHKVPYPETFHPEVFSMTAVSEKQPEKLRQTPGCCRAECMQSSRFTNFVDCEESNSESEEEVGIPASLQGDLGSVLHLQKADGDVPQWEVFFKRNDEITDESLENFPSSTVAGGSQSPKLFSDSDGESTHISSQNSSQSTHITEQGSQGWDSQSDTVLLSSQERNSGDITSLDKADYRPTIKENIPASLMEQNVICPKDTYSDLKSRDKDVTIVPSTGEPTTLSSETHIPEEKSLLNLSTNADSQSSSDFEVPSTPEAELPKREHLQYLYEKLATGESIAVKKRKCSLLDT
An asterisk follows results filed as active.

SMILES	Artemis inh
COc1ccc(C(=O)NCC(C)CN(C)C)cc1 (stereo not given)	-4
CCCC(c1nnnn1C1CCCC1)N1CCN(c2ccccc2F)CC1 (stereo not given)	2
COc1cccc(NC(=O)CC2SC(=Nc3ccccc3)NC2=O)c1 (stereo not given)	-3
CCSc1cc(C2C(C(=O)OC)=C(C)NC3=C2C(=O)CCC3)c(C)o1 (stereo not given)	0
Cc1cc(/C=N/NC(=O)C(=O)N2CCCC2)c(C)n1-c1cccc(Br)c1	-1
O=C(CCCCCN1C(=O)CCC1=O)Nc1ccc2c(c1)OCCO2	-10
COCc1cc(=O)n2[nH]c(-c3ccsc3-n3c(C)ccc3C)cc2n1	24
COc1ccc(Br)cc1CNC(=O)CCc1nc(-c2ccccc2F)no1	-6
Cc1ccc(NC(=O)c2cc(S(=O)(=O)c3ccccc3)ccc2Cl)cc1	20
CC(C)CC(=O)Nc1cccc(-c2cn3ccsc3n2)c1	1
C=CCn1c2ccccc2c2nnc(SCC(=O)OCN3C(=O)c4ccccc4C3=O)nc21	21
COc1ccc(C(=O)Nc2nnc(-c3ccccc3)o2)cc1OC	4
N#Cc1nc(Cc2cccc3ccccc23)oc1N1CCC(C(N)=O)CC1	-5
COc1ccc(OC)c(S(=O)(=O)N2CCCc3ccccc32)c1	-4
COc1ccccc1OCCCCN1CCN(c2ccccc2OC)CC1	1
O=C(C1CCN(S(=O)(=O)c2cccc3cccnc23)CC1)N1CCN(c2ccccn2)CC1	5
CNC(=O)Cc1csc2ccc(Cl)cc12	-6
S=c1[nH]nc(COc2ccc3c(c2)OCO3)n1-c1ccccc1	-1
Cc1ccc2c(CC(=O)NCC3COc4ccccc4O3)coc2c1 (stereo not given)	16
O=C(NCc1ccco1)Nc1cccs1	-2
Cc1ccc(-c2nn(-c3ccccc3)cc2/C=C(\C#N)c2cccc(C#N)c2)o1	6
COc1cccc(NC(=O)N2CCN(c3ccc(C(F)(F)F)cn3)CC2)c1	-5
CCCCc1c(O)nc(SCC(=O)NCC2CCCO2)[nH]c1=O (stereo not given)	10
CC(=O)c1c(C)[nH]c(C(=O)OCn2nnc3ccccc3c2=O)c1C	0

In another format: entries from further up
| Molecule | Artemis inh |
| --- | --- |
| N#Cc1nc(Cc2cccc3ccccc23)oc1N1CCC(C(N)=O)CC1 | -5 |
| CNC(=O)Cc1csc2ccc(Cl)cc12 | -6 |

(further entries)
SMILES	Artemis inh
C=CCn1c(SCC(=O)NCCCC)nc2scc(-c3ccco3)c2c1=O	22
COc1ccc(OC)c(NC(=O)C2CCCCC2C(=O)O)c1 (stereo not given)	10
CN(c1ccc(C(=O)O)cc1)S(=O)(=O)c1ccc(Cl)cc1	-3
CCCCOC(=O)Nc1cccc(C(=O)OCC)c1	-3
Cc1nn(Cc2ccccc2)c(=O)n1N(C)c1ncc(C(F)(F)F)cc1Cl	0
O=c1c(-c2ccco2)[n+]([O-])c2ccccc2n1OCc1ccccc1	11
Cc1ccc(NS(=O)(=O)c2ccc(OCC(=O)NCc3ccco3)cc2)cc1	-3
COc1nc(NC23CC4CC(CC(C4)C2)C3)nc(OC)n1	7
c1ccc2c(c1)oc1c(N3CCOCC3)ncnc12	-5
CCOc1ccc(CSC(=N)N)cc1[N+](=O)[O-]	-4
CCOC(=O)CSc1snnc1-c1ccccc1	-3
CC(SCC(=O)Nc1ccc(S(=O)(=O)N2CCCCC2)cc1)C(=O)O (stereo not given)	0
CCn1c(COc2cccc(C)c2)nnc1SCC(=O)Nc1cccc(C(=O)OC)c1	2
COc1ccccc1NC(=O)CNC(=O)c1ccccc1	0
CCSc1nnc(-c2ccc(OC)cc2)o1	2
COc1ccccc1-c1cc(C(F)(F)F)nc(S(=O)(=O)CCCC(=O)NC(C)C)n1	9
Cn1cc(Cl)c(C(=O)OCC(=O)Nc2ccccc2)n1	-1
Nc1c2c(nc3ccccc13)N(c1ccccc1)CC2	7
c1ccc(Nc2nc(N3CCOCC3)nc(N3CCOCC3)n2)cc1	4
Cn1c(SCC(=O)Nc2nc3ccccc3s2)nnc1-c1ccccc1	1
CCc1onc(C)c1C(=O)Nc1cc(C)ccc1OC	-5
Cc1noc(C)c1CSc1nc2ccccc2c(=O)n1-c1ccc(F)cc1F	-2
COc1ccc(CN(CC(=O)NCc2ccco2)C(=O)CCC(=O)Nc2nccs2)cc1	-9
OC1(C2(O)CC(c3ccccc3)ON2)CCCCC1 (stereo not given)	-1
COC(=O)c1ccccc1-c1ccc(/C=C2\C(=O)N(c3ccccc3)N=C2c2ccccc2)o1	19
C=C(C)c1cccc(C(C)(C)NC(=O)N2CCCC(C)C2)c1 (stereo not given)	-10
CCC(c1nnnn1Cc1ccco1)N(CCc1ccccc1)Cc1cc2cc(C)ccc2[nH]c1=O (stereo not given)	14
O=C(/C=C/C=C/c1ccccc1)CC1(O)C(=O)N(CCc2ccccc2)c2ccccc21 (stereo not given)	15
Cc1cc(NC(=O)Nc2cc(C)nn2-c2ccccc2)n(-c2ccccc2)n1	0
CCCCOc1ccc(/C=C2/Sc3ccccc3C2=O)cc1	2
C#CC(C)(CC)NC(=O)Cn1nnc(-c2ccc(S(C)(=O)=O)cc2)n1 (stereo not given)	-3
CNc1ccccc1-c1nc2ccccc2n(C)c1=O	7
Cc1cccc(C)c1OCC(O)CN1CCC(CN2C(=O)c3cccc4cccc(c34)C2=O)CC1 (stereo not given)	24
O=Cc1cn(CC(=O)N2CCCc3ccccc32)c2ccccc12	-12
O=C1OCCC1Sc1nc2ccccc2s1 (stereo not given)	-13
CCN(C(=O)CN1CCN(c2ccc(OC)cc2)CC1)c1c(N)n(Cc2ccccc2)c(=O)[nH]c1=O	-6
CC(=O)Oc1ccc(N2C(=O)CC(N3CCOCC3)C2=O)cc1 (stereo not given)	1
COc1ccc(/C=N/NC(=O)COc2ccccc2-c2ccccc2)cc1	14
Cc1nnsc1NC(=O)OCC(C)(C)C	-5
O=S(=O)(Cc1cc(Sc2ccccc2)nc(-c2ccccc2)n1)c1ccccc1	5
Cc1ccc(-c2noc(CN(C(=O)CCCCCN3C(=O)c4ccccc4C3=O)C(C)C)n2)cc1	6
Brc1ccc2[nH]c3nc(SCCN4CCOCC4)nnc3c2c1	-12
O=C(CN1C2=NCCCN2c2ccccc21)c1cccs1	-11
COc1cccc2cc(C(=O)N3CCN(C(=O)c4ccccc4)CC3)c(=O)oc12	-1
Nc1ccc(-c2ccc(N)cc2C(F)(F)F)c(C(F)(F)F)c1	1
COc1ccccc1N(C(=O)Cn1nnc2ccccc21)C(C(=O)NCc1ccco1)c1ccc(C)o1 (stereo not given)	3
O=C(COc1ccc2ccccc2c1)Nc1nc2ccccc2[nH]1	-3
COC(=O)c1cc(Br)c(=O)n(CCc2ccccc2)c1	0
COC(=O)c1ccccc1NC(=O)c1cc2ncc(Br)cn2n1	3
CCn1c(CNC(=O)c2cccc(C)c2)nnc1SCC(=O)NC1CCCCC1C (stereo not given)	-2
CCN=C1SC(CC(=O)Nc2ccc(C)cc2)C(=O)N1CC (stereo not given)	1
Cc1ccc(S(=O)(=O)c2nc(N3CCOCC3)sc2Cl)cc1	-5
CS(=O)(=O)N1CCN(c2nc(-c3ccc(F)cc3)cs2)CC1	-8
O/N=C/c1ccccc1OCc1ccc(Cl)cc1	5
Cc1ccccc1N=C1Nc2ccccc2CS1	-12
CCOc1cc(/C=C2/SC(=O)N(CC(=O)N3CCc4ccccc4C3)C2=O)ccc1OCC(=O)O	17
CN(C)S(=O)(=O)c1ccc(NC(=O)c2cccnc2)cc1	-5
NC(=O)c1c(NC(NC(=O)c2ccco2)(C(F)(F)F)C(F)(F)F)sc2c1CCCC2	1
CCCOc1cccc(C2/C(=C(/O)c3ccc(F)cc3)C(=O)C(=O)N2CCN(C)C)c1 (stereo not given)	-4
CCS(=O)(=O)CCSc1nc2ccccc2s1	-5

Additional results.
SMILES	Artemis inh
CC(C)CNC(=O)CSc1nnc(-c2ccccn2)n1Cc1ccccc1	-4
Cc1ccccc1NC(=O)c1ccc2c(c1)OCCO2	-2
CCOC(=O)Nc1c(C(=O)OC)[nH]c2cccc(OC)c12	-1
CN(C(=O)c1ccco1)c1nc2c(s1)CCCC2	0
Cc1cc(N2C(=O)CC(C(C)c3ccccc3)C2=O)no1 (stereo not given)	-5
Cc1ccc(C(=O)C[n+]2cccc3ccccc32)cc1	-8
CCCOC(=O)c1ccc(Nc2cc(C)nc3ncnn23)cc1	-1
COc1ccc(NC(=O)Cc2nc3ccccc3[nH]2)cc1	8
Cc1cc(NC(=O)c2cccc(S(=O)(=O)N3CCCCCC3)c2)n(-c2ccccn2)n1	-4
COCCn1c(C)cc(C(=O)COc2nc3ccccc3nc2C)c1C	8
CNC(=O)CSc1nnnn1-c1ccc(C)cc1C	-2
CCC(C)(C)n1nnnc1C(C(C)C)N(CCCO)Cc1cc2cc(C)ccc2[nH]c1=O (stereo not given)	-4
CC1CCN(C(=O)N[C@@H](Cc2ccccc2)C(=O)O)CC1	-11
COCCCNC(=O)C(F)(F)C(F)(F)C(=O)NCCCOC	-2
CCOC(=O)c1c(NC(=O)c2ccccc2C)sc2c1CC(C)(C)OC2	2
C=CCN=C(NC#N)SCC(=O)NCc1ccccc1	-9
CO/N=C\Cc1oc(=O)c(NC(=O)c2ccccc2)cc1C(=O)OC	2
O=C(CSc1nc2ccncc2[nH]1)Nc1ccccc1C(F)(F)F	-2
Cc1ccc(S(=O)(=O)N(CC(=O)N/N=C/c2cccc(Cl)c2)c2cccc3cccnc23)cc1	5
Cn1c(=O)n(C)c2cc(NC(=O)C(F)(F)F)ccc21	1
Cc1cc(NC(=O)c2cc(-c3ccncc3)nc3c(C)cccc23)no1	15
COc1ccc(OCC(=O)OC(C)CN2CCOCC2)cc1 (stereo not given)	6
CCN1CCc2c(sc(NC(=S)NC(=O)c3ccccc3)c2C#N)C1	1
Cc1ccc(S(=O)(=O)N2CCCC2C(=O)OCc2nc3ccccc3s2)cc1 (stereo not given)	3
Cc1ccc(C)c(OCC(O)CN2CCC(C)CC2)c1C (stereo not given)	-4
Cn1c(=O)c2c(-c3ccccc3)n(CCCN3CCOCC3)cc2n(C)c1=O	-15
CCOC(=O)c1cccc(Nc2ncnc3ccc(C)cc23)c1	-3
COc1ccc(-c2nc(SC)n(C)c(=O)c2C#N)cc1OC	10
O=C(O/N=C1\CCS(=O)(=O)c2sccc21)c1ccccc1	9
COC(=O)CCC(=O)Nc1sc2c(c1C#N)CCCC2	8
COc1cc(N=c2ssnc2Cl)cc(OC)c1OC	7
CC1CCN(c2nc(-c3ccncc3)nc3ccccc23)CC1	12
CC(C)(C)c1cc(-c2ccco2)c(C#N)c(SCC#N)n1	-6
CC(O)c1nc2ccccc2n1CCOc1ccccc1 (stereo not given)	-12
N#C/C(=C\c1cn[nH]c1-c1ccc(Cl)cc1)C(=O)NCc1ccccc1	-1
CC1CCN(CC(=O)Nc2sc3c(c2C#N)CCC3)CC1	12

Reprinted from the results shown for reference:
SMILES	Artemis inh
CC1CCN(C(=O)N[C@@H](Cc2ccccc2)C(=O)O)CC1	-11
COCCCNC(=O)C(F)(F)C(F)(F)C(=O)NCCCOC	-2
CCOC(=O)c1c(NC(=O)c2ccccc2C)sc2c1CC(C)(C)OC2	2
C=CCN=C(NC#N)SCC(=O)NCc1ccccc1	-9
CO/N=C\Cc1oc(=O)c(NC(=O)c2ccccc2)cc1C(=O)OC	2
O=C(CSc1nc2ccncc2[nH]1)Nc1ccccc1C(F)(F)F	-2
Cc1ccc(S(=O)(=O)N(CC(=O)N/N=C/c2cccc(Cl)c2)c2cccc3cccnc23)cc1	5
Cn1c(=O)n(C)c2cc(NC(=O)C(F)(F)F)ccc21	1
Cc1cc(NC(=O)c2cc(-c3ccncc3)nc3c(C)cccc23)no1	15
COc1ccc(OCC(=O)OC(C)CN2CCOCC2)cc1 (stereo not given)	6
CCN1CCc2c(sc(NC(=S)NC(=O)c3ccccc3)c2C#N)C1	1
Cc1ccc(S(=O)(=O)N2CCCC2C(=O)OCc2nc3ccccc3s2)cc1 (stereo not given)	3
Cc1ccc(C)c(OCC(O)CN2CCC(C)CC2)c1C (stereo not given)	-4
Cn1c(=O)c2c(-c3ccccc3)n(CCCN3CCOCC3)cc2n(C)c1=O	-15
CCOC(=O)c1cccc(Nc2ncnc3ccc(C)cc23)c1	-3
COc1ccc(-c2nc(SC)n(C)c(=O)c2C#N)cc1OC	10
O=C(O/N=C1\CCS(=O)(=O)c2sccc21)c1ccccc1	9
COC(=O)CCC(=O)Nc1sc2c(c1C#N)CCCC2	8
COc1cc(N=c2ssnc2Cl)cc(OC)c1OC	7
CC1CCN(c2nc(-c3ccncc3)nc3ccccc23)CC1	12
CC(C)(C)c1cc(-c2ccco2)c(C#N)c(SCC#N)n1	-6
CC(O)c1nc2ccccc2n1CCOc1ccccc1 (stereo not given)	-12
N#C/C(=C\c1cn[nH]c1-c1ccc(Cl)cc1)C(=O)NCc1ccccc1	-1
CC1CCN(CC(=O)Nc2sc3c(c2C#N)CCC3)CC1	12

(more compounds)
SMILES	Artemis inh
Cc1ccc(C(=O)CCNc2ccc(Br)cc2)o1	-5
CCOC(=O)c1cnc(SC)nc1Oc1cccc(NC(=O)c2ccc(Cl)cc2)c1	-1
Cc1cc(C)c(S(=O)(=O)Nc2cccc3nsnc23)c(C)c1	9
O=c1c2ccccc2nc(CSc2nnnn2-c2ccccc2)n1-c1ccccc1	-1
COc1ccc(Cn2c(=O)c3c(nc(NCCO)n3C)n(C)c2=O)cc1	-7
COc1ccc(C2CC(C(F)(F)F)n3ncc(C(=O)NCC4CCCO4)c3N2)cc1OC (stereo not given)	1
Cn1c(=O)c2c(nc(NCc3ccc4c(c3)OCO4)n2Cc2ccccc2)n(C)c1=O	4
O=[N+]([O-])c1ccc(N2CCN(S(=O)(=O)Cc3ccccc3)CC2)cc1N1CCOCC1	3
Cc1ccccc1NC(=O)CSc1nc(N)c(C#N)c(-c2cccs2)c1C#N	11
Cc1[nH]c2ccccc2c1C(c1ccccn1)N1CCC(C)CC1 (stereo not given)	2
COC(=O)c1cccc(NC(=O)CN(c2ccc3c(c2)OCO3)S(C)(=O)=O)c1C	4
Cc1nc2ccccc2cc1C(=O)NCc1ccco1	-3
Cc1cc(OCc2nn[nH]n2)c2c(C)c(Cc3ccccc3)c(=O)oc2c1	24
O=C(Cc1coc2ccc3ccccc3c12)N1CCCC1	0
O=C1c2ccccc2C(=O)C1c1nccc2ccccc12	20
CSc1cc(-c2ccc(Cl)cc2)c(C(=O)N2CCCC2)s1	16
Cn1c(=O)c2c(nc(N3CCCCC3)n2CCNC2=NCCC2)n(C)c1=O	3
CCOC(=O)N1CCN(CCC(=O)Nc2cc(OC)cc(OC)c2)CC1	-3

High-throughput results from PubChem.

Only part of the results is shown; rates above refer to the full screens.
